Source: PubChem BioAssay
mcGAS inh – inhibitors of mouse cGAS | Q8C6L5 | recombinant cGAS, Kinase-Glo ATP depletion luminescence | inhibition, % at 12.5 µM | hit rate 0.15% among 160,000 | AID 1259399;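 further: 0% = negative control wells and 100% = reference inhibitor with no enzyme activity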
hcGAS inh – blocks human cGAS activity; recombinant h-cGAS, ATP depletion, Kinase-Glo luminescence; inhibition, % at 12.5 µM; hit rate 0.081% among 290,000; AID 1259398;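 further: 0% = vehicle reaction and 100% = reaction without DNA for no activity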
Target sequence (Q8N884 whole entry, looked up): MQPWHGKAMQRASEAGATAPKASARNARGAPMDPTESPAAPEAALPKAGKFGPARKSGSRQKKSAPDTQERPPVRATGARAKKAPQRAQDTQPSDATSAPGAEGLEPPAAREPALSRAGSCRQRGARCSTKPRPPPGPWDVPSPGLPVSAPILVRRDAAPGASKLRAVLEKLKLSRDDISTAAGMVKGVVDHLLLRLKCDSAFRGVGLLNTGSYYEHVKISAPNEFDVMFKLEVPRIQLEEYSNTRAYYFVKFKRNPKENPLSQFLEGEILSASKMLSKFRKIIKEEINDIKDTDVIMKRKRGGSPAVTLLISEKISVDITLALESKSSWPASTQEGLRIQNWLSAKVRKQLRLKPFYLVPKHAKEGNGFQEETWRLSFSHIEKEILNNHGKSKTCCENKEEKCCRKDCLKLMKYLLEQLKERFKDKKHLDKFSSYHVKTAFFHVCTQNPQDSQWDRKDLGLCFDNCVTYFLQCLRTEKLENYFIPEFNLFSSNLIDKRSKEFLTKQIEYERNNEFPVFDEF
NPYLR7 agonist – mosquito NPYLR7 agonism. HEK293T NPYLR7/Galpha15, GCaMP6s calcium fluorescence. activation, % at 10 µM. AID 1259423. hit rate 0.15% among 270,000; in the data active means activation above about 40%;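 further: 0% = vehicle and 100% = reference agonist at the receptor; some compounds past the cut are filed as inactive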
Starred values were filed as active, the others as inactive; . = not tested or not shown. Unless noted, no stated cut-off is given here; in the data, active means inhibition above about 40%; inactive means the rest.

SMILES | mcGAS inh | hcGAS inh | NPYLR7 agonist
O=S(=O)(Nc1cccc(Cl)c1)c1cccc2nsnc12 | . | 0 | 18
O=C(CN1CCN(C(=O)c2cccs2)CC1)Nc1c(F)cccc1F | . | -16 | 6
N#C/C(=C\c1cccn1-c1ccc(C(=O)O)cc1)c1ccccc1 | . | -6 | -5
CCCC(=O)NC(=S)Nc1cccc(Cl)c1N1CCCCC1 | . | 1 | 7
Cc1nc2cc(C(F)(F)F)ccc2n1C1CCN(C(=O)c2cccnc2)CC1 | -4 | -4 | 4
Cc1ccc(-c2cc(C(=O)NC3CCCc4nc(N(C)C)ncc43)n[nH]2)o1 (stereo not drawn) | . | -1 | 0
O=C(NCc1cnn2ccccc12)C1CCOC1 (stereo not drawn) | -18 | -12 | 16
c1ccc(Oc2ccc3c(C4CC4)noc3n2)cc1 | -7 | -11 | 4
COc1ccc(-c2nc(SC(C)C(=O)N3CC(=O)Nc4cc(C(F)(F)F)ccc43)n[nH]2)cc1 (stereo not drawn) | . | -5 | 0
Cc1csc(NC(=O)C2(C)CCN2C(=O)C(C)C)c1C#N (stereo not drawn) | -7 | -13 | 8
Cc1cc(C2CCC2)nc(N2CC(N3CCCCC3C)C2)n1 (stereo not drawn) | . | -5 | 1
O=S1(=O)CCN2C(c3ccc(Cl)cc3Cl)=CSC2=N1 | . | -9 | 0
COCCCN(CC(=O)N(Cc1ccc(F)cc1)Cc1sccc1C)C(=O)c1cc(C(F)(F)F)cc(C(F)(F)F)c1 | -5 | -4 | -2
Cc1cc(C)c(S(=O)(=O)Nc2ccc(Cl)cc2)c(C)c1 | -7 | -5 | 0
CCn1cncc1Cn1ccnc1-c1ccc(O)c(OC)c1 | . | -3 | 11
COc1ccc(CN2CC[C@@H](N)[C@@H](OC)C2)cc1Cn1cncn1 | . | -1 | -6
COc1ccc(-c2cc(C(=O)N3CCN(C(c4ccccc4)c4ccccc4)CC3)n(-c3cc(C)ccc3C)n2)c(OC)c1 | -4 | -8 | -3
CCn1cc(CNC(=S)Nc2cccc3ccccc23)cn1 | -7 | -5 | 0
CCNC(=O)c1cccc(NC(=O)/C=C/c2ccccc2F)c1 | -7 | -2 | -1
Cc1cc(NC(=O)COc2ccc(C#N)cc2)no1 | . | -7 | 4
O=C(Cn1cnc2sc3c(c2c1=O)CCC3)c1ccc(Cl)s1 | . | -4 | 10
CCn1c(C2CCN(S(=O)(=O)c3cccc(OC)c3)CC2)nn(C)c1=O | -17 | -6 | 9
C=c1ccccc1=c1[nH]/c(=C\c2ccc(OC)c(OC(F)F)c2)c(=O)o1 | -6 | -10 | 2
COC(=O)c1ccccc1NCc1cc(=O)oc2cc(O)c(O)cc12 | -7 | -5 | 5
CC(C)NC(=O)N1CCN(S(=O)(=O)c2ccccc2Cl)CC1 | -10 | -15 | 1
SMILES | mcGAS inh | hcGAS inh | NPYLR7 agonist
Cc1cccc(OCC(=O)NCCOc2ccc3nnc(-c4ccccc4)n3n2)c1 | -7 | -5 | -4
COc1ccc(OC)c2sc(N(Cc3cccnc3)C(=O)CCc3ccccc3)nc12 | -8 | -5 | -7
O=C(Cn1c(-c2ccccc2Cl)csc1=O)NC1CCCC1 | . | -6 | 6
O=C(Nc1ccc(F)cc1F)C(C1CCCC1)N1CCN(C(=O)c2ccco2)CC1 (stereo not drawn) | -5 | -5 | 8
CCc1c(C)nn(-c2ccc(C(=O)NCCCN3CCOCC3)cc2)c1C | -4 | -1 | -9
CCc1cccc2c1NC(=O)C21OCCO1 | . | 1 | 4
CCCc1nc(C)c(CN)s1 | -5 | -1 | -1
COc1ccc(C(=O)N2CCC(C(N)=O)CC2)cc1S(=O)(=O)Nc1ccc(C)cc1 | . | -9 | -2
CN(CC(=O)Nc1ccc(Cl)c(Cl)c1)C(=O)c1cccc(N2CCCC2=O)c1 | -5 | -3 | 2
O=C1NC(=Nc2ccccc2Cl)S/C1=C/c1ccc(I)cc1 | -3 | -3 | -6
COCCN1CCC(Cn2ccnc2-c2nccn2C)C1 (stereo not drawn) | -24 | -7 | 3
CCc1nc2ccc(C(=O)N3CCN(C(=O)c4ccco4)CC3)cn2c1N(C)C(=O)c1cccc(OC)c1 | 2 | 3 | 2
Cn1cc(NC(=O)NCCSc2c[nH]c3ccccc23)c2ccccc21 | -7 | -6 | 1
O=C(NCc1ccc2c(c1)OCO2)c1occc1COc1ccccc1 | . | 1 | -6
O=C1NCCNC12CCN(C1CCN(c3ccc4c(c3)OCO4)CC1)CC2 | . | -2 | 4
O=C(CSc1nc2ccccc2c(=O)[nH]1)c1ccccc1 | -6 | -4 | 4
C=CCN(Cc1ccc(F)cc1)C(=O)Cc1ccc2nc(C)[nH]c2c1 | . | -5 | 14
CCCN1C(=O)C(=Cc2ccc(OC)cc2)SC1=S | -8 | -7 | 9
CC(C)COC(=O)N1CCN(C(=O)CNC(=O)c2ccsc2)CC1 | . | -6 | 6
Cc1cc(NCC2CCCO2)n2c(nc3ccccc32)c1C#N (stereo not drawn) | . | -7 | 8
Cc1nn(CCNC(=O)[C@@H]2C[C@@H](NC(=O)c3ccccc3)CN2)c(C)c1Cl | . | -1 | -2
CCCNC(=O)C(NC(=O)CC(C)C)C1CCN(C(=O)c2ccco2)CC1 (stereo not drawn) | -7 | -8 | 10
N#Cc1c(NC(=O)c2cc(-c3ccccc3)nc3ccccc23)sc2c1CCCC2 | -6 | -2 | -3
COc1cccc2cc(-c3nc4ccccc4[nH]3)c(=Nc3ccccc3Cl)oc12 | . | -5 | -2
Cc1cc(NC(=O)COC(=O)c2cc(C(C)C)nc3ccccc23)no1 | . | -5 | 2

A draw from above in order of heavy-atom count, highest first.
SMILES | mcGAS inh | hcGAS inh | NPYLR7 agonist
CCc1nc2ccc(C(=O)N3CCN(C(=O)c4ccco4)CC3)cn2c1N(C)C(=O)c1cccc(OC)c1 | 2 | 3 | 2
COc1ccc(OC)c2sc(N(Cc3cccnc3)C(=O)CCc3ccccc3)nc12 | -8 | -5 | -7
N#Cc1c(NC(=O)c2cc(-c3ccccc3)nc3ccccc23)sc2c1CCCC2 | -6 | -2 | -3
COc1cccc2cc(-c3nc4ccccc4[nH]3)c(=Nc3ccccc3Cl)oc12 | . | -5 | -2
CN(CC(=O)Nc1ccc(Cl)c(Cl)c1)C(=O)c1cccc(N2CCCC2=O)c1 | -5 | -3 | 2
O=C1NCCNC12CCN(C1CCN(c3ccc4c(c3)OCO4)CC1)CC2 | . | -2 | 4
Cc1cc(NC(=O)COC(=O)c2cc(C(C)C)nc3ccccc23)no1 | . | -5 | 2
C=CCN(Cc1ccc(F)cc1)C(=O)Cc1ccc2nc(C)[nH]c2c1 | . | -5 | 14
Cc1cc(NCC2CCCO2)n2c(nc3ccccc32)c1C#N (stereo not drawn) | . | -7 | 8
O=C(CSc1nc2ccccc2c(=O)[nH]1)c1ccccc1 | -6 | -4 | 4
CCCN1C(=O)C(=Cc2ccc(OC)cc2)SC1=S | -8 | -7 | 9
CCc1cccc2c1NC(=O)C21OCCO1 | . | 1 | 4
CCCc1nc(C)c(CN)s1 | -5 | -1 | -1

The listing continues.
SMILES | mcGAS inh | hcGAS inh | NPYLR7 agonist
Cc1ccc(S(=O)(=O)N(C)c2ccc(C(N)=O)cc2)cc1 | 3 | 1 | 1
COc1ccc(C2=NOC(CN(Cc3cccc(F)c3)C(=O)c3ccccc3F)C2)cc1 (stereo not drawn) | -10 | -9 | 22
CC(C)C(NCC(O)Cc1ccccc1)c1nc(-c2ccc([N+](=O)[O-])cc2)no1 (stereo not drawn) | -9 | -5 | .
CC1(C)C2CCC1(C)C(O)C2C(=O)O (stereo not drawn) | . | -7 | -3
COc1ccc(C#N)c(NC(=O)CCc2ccc(C)o2)c1 | . | -9 | 0
CSc1nnc(SCc2ccc(C(=O)N3C4CCC3CC(Oc3ccc(F)cc3F)C4)cc2)s1 (stereo not drawn) | -4 | -10 | 3
CCOCCn1c(=O)c2c(nc3n2CCN3c2cc(C)ccc2C)n(C)c1=O | . | -5 | -8
CN(C)C(=O)C1CN(C(=O)/C=C/c2ccc(C#N)cc2)c2ccccc2O1 (stereo not drawn) | . | -7 | 5
COc1ccc(N2C(=O)CSC2c2ccc(F)cc2)c(OC)c1 (stereo not drawn) | . | -4 | -4
O=C(NC(C(=O)NC1CC1)C1CCN(C(=O)c2cccc(F)c2)CC1)c1ccc(F)cc1 (stereo not drawn) | -5 | -4 | 6
CN(C)CCN(CC(=O)N1CCN(c2ccc(-c3ccccc3)nn2)CC1)C(=O)c1ccccc1 | -6 | -9 | .
O=C1CS(=O)(=O)C(c2ccccc2)N1c1ccccc1 (stereo not drawn) | . | 1 | -7
CC(C)(C#N)CCCS(=O)c1ccc(C(=O)N2CCCC2)cn1 (stereo not drawn) | . | -9 | 10
COc1ccc(C(=O)C=Cc2cc(Br)ccc2F)c(OC)c1 | . | -3 | -1
O=C(NCC1CCCO1)C1CCCCN1C(=O)c1csc(Nc2ccccc2F)n1 (stereo not drawn) | -3 | -3 | .
C#CCn1c(O)c(N=NC(=O)CNC(=O)COc2cccc(C)c2)c2ccccc21 | -6 | 3 | -5
CC(C)N(CCSc1nc2cc(S(=O)(=O)N3CCCC3)ccc2n1C(C)C)C(C)C | -4 | -10 | 5
CN(CC(=O)O)S(=O)(=O)c1cccs1 | . | -7 | 1
CC1CCc2c(sc(NC(=O)c3ccccc3[N+](=O)[O-])c2C#N)C1 (stereo not drawn) | -7 | -7 | -1
CO/N=C(/C(=O)N[C@@H]1C(=O)N2C(C(=O)O)=C(C[N+]3(C)CCCC3)CS[C@H]12)c1csc(N)n1 | . | -4 | 4
O=C(Nc1nc2c(s1)CCCC2)c1cc([N+](=O)[O-])cc([N+](=O)[O-])c1 | -7 | -11 | -1
CC(C)CN1CC23C=CC(O2)C(C(=O)OC(C)C)C3C1=O (stereo not drawn) | . | -12 | -2
CN1CCN(c2onc(-c3ccc(F)cc3)c2CN(CC2CCCO2)C(=O)c2ccco2)CC1 (stereo not drawn) | -10 | -3 | .
COc1cc2cc(CN(C)C(C)c3ccon3)c(=O)[nH]c2cc1OC (stereo not drawn) | . | -2 | 3
O=C(NCCCn1nc(-c2cccnc2)ccc1=O)c1ccc(C(F)(F)F)cc1 | . | -2 | 7
SMILES | mcGAS inh | hcGAS inh | NPYLR7 agonist
Cc1ncc2c(c1CNC(=O)Cc1cccs1)CCN(C(=O)/C=C/c1ccccc1Cl)C2 | -12 | -9 | 15
COCCN1CCN(c2nc(-c3cccc(F)c3)c3c(N)n(-c4cc(F)ccc4F)nc3n2)CC1 | . | -9 | 6
NCc1ccc(C(=O)O)cc1 | -6 | -7 | 4
Cc1noc(C)c1S(=O)(=O)N1CCN(C(=O)c2ncoc2C(C)C)CC1 | -14 | -9 | 0
O=C(CSc1nnc(-c2ccco2)n1-c1cccc(C(F)(F)F)c1)c1ccc(Cl)cc1 | -7 | -9 | .
O=C(c1cccc2nccnc12)N1[C@H]2CCNC[C@@H]1CC2 | . | -6 | 21
O=C(CSc1ncccc1C(=O)N1CCC(Cc2ccccc2)CC1)c1ccccc1 | . | -8 | -7
COC(=O)c1ccc(CN(C)C(=O)C2CCN(C(=O)C3CC3)CC2)cc1 | . | -8 | -1
FC(F)(F)c1ccc(NCC2CNCCOC2)nc1 (stereo not drawn) | . | -8 | 0
CC(C)(C)c1nnc(N/N=C\c2ccc(OCc3ccccc3)cc2)[nH]c1=O | . | -9 | 2
COc1ccc(C(=O)N(Cc2cc(N)ccc2N(C)C)C(C)c2ccccc2)cc1 (stereo not drawn) | -5 | -2 | 4
CN1CCN(c2nccc3c2ncn3Cc2ccccc2)CC1 | -6 | -4 | -5
COc1cc(C2CC(=O)N(CC(=O)N3CCOCC3)c3ccccc3S2)cc(OC)c1OC (stereo not drawn) | -5 | -7 | -3
O=C1NC(=S)N(c2ccccc2)C(=O)/C1=C\c1c2ccccc2cc2ccccc12 | 6 | 7 | -2
COc1cccc(Cn2cccc2CN(Cc2ccccc2)C(=O)CN(CC(C)C)S(=O)(=O)c2ccc(F)cc2)c1 | -6 | -4 | -2
COC(=O)CCSc1nnc(-c2ccccc2)n1-c1ccc(OC)cc1 | . | -6 | 11
CCOC(=O)C(c1cc(OC)ccc1OC)C1C=CC(NC(=O)C(F)(F)C(F)(F)C(F)(F)F)C1 (stereo not drawn) | 0 | 1 | 2
CSc1ccccc1C(=O)N1CCCC(CCC(=O)Nc2ccc(F)cc2C)C1 (stereo not drawn) | -11 | -8 | 11
Cc1cccn2c(CC(=O)N3CCC(c4nnc5ccccn45)CC3)cnc12 | -16 | -6 | 8
COc1ccc(N2C(=O)CSC2c2ccc(NC(=O)c3cccc(OC)c3)cc2)cc1 (stereo not drawn) | -3 | 0 | -2
CCC(C)(C)C1CC(=Cc2cnn(C)c2)C(=O)C(=Cc2cnn(C)c2)C1 (stereo not drawn) | -14 | -7 | 4
CCc1nc2ccc(C(=O)N(CC)CCN(C)C)cn2c1N(C)Cc1ccc(OC)cc1 | -5 | -4 | 6
CCOC(=O)C1=C(C)NC(C)=C(C(=O)OCC)C1c1cc(Cl)ccc1OC(F)F | -3 | -6 | 50*
CCC(c1cccnc1)N(C)Cc1cccc(C(=O)Nc2cnn(C)c2)c1 (stereo not drawn) | -10 | -6 | -1
CC(NC(=O)c1ccc(-c2ccccc2F)s1)C(=O)N1CCCCC1 (stereo not drawn) | . | -16 | 0
O=C(Nc1nc([C@@H]2O[C@H](CO)[C@@H](O)[C@H](O)[C@H]2O)cs1)NC(c1ccccc1)c1ccccc1 | -3 | 0 | 0
Cc1ccsc1[C@@H]1CCN(C2CCN(S(C)(=O)=O)CC2)C[C@H]1O | . | -5 | 4
O=S(=O)(c1ccc2c(c1)nc(SCc1ccc(F)cc1Cl)n2CCCN1CCOCC1)N1CCOCC1 | -6 | -4 | 4

Not a hit list. Share with any hit: about 0.29%.
